# High-throughput results from PubChem.
# HSF1 inhib – HSF1 inhibition; NIH3T3-HGL HSE-luciferase, MG132-induced, luminescence 8 h; active compounds read low; activity change, negative = inhibition, % at 7.5 µM (by protocol); 300,000 compounds, 0.77% hits; AID 2098;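 active means more than half of replicate wells show activity change below -50%, luminescence cut by over half; inconclusive means some wells, but at most half, below -50%; inactive means no replicate well below -50%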;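 further: luciferase reports HSF-1 transcriptional activity via heat shock element; 0% = median of DMSO wells and -100% = zero luminescence signal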
# HSF1 activator – increases HSF-1 driven luciferase reporter signal; NIH3T3-HGL HSF-1 luciferase reporter, MG132, 8 h; 100% = twice DMSO control signal; activation, % at 9 µM; 300,000 compounds, 1.7% hits;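 active means mean replicate activation of at least 50% with a set share of replicates each reaching 50%; inconclusive means only one of those two conditions met; inactive means mean below 50% and too few replicates reaching it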;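 further: 0% = median of the neutral control wells and 100% = twice that signal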
# Platelet DG rel – modulates dense granule release in human platelets. human platelet-rich plasma, SFLLRN dense granule ATP release, luminescence. inhibition, %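 (compounds screened at 7.5 µM in platelet-rich plasma)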. 300,000 compounds, 0.22% hits;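 active means mean replicate score, as percent of positive control, at or above 50; inconclusive means mean below 50 but at least one replicate at or above 50; inactive means mean and every replicate below 50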
# IEC-6 tox – IEC-6 cytotoxicity, counter-screen for KLF5 inhibitors | luminescence viability | inhibition, % at 5 µM | 290,000 compounds, 0.78% hits | AID 1825; in the data active means inhibition above about 22%;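 further: 0% = plate median of test compound wells and 100% = cytotoxic reference compound wells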
# KLF5 inhibitor – kruppel-like factor 5 inhibition. AID 1700. DLD-1 KLF5 promoter-luciferase reporter, luminescence. inhibition, % at 5 µM. 290,000 compounds, 0.23% hits;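 active means inhibition above a per-plate limit of that plate's mean compound inhibition plus 3 SD, cut at about 60% in these data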;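 further: 0% = DMSO wells and 100% = LY294002 at 200 µM; higher means less KLF5 promoter-driven luciferase light; inactives centre near -14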
# AI-2 QS mod – modulators of Vibrio harveyi AI-2 quorum sensing system. 300,000 compounds, 0.4% hits. AID 2094. Vibrio harveyi JMH597 AI-2 luminescence/OD600 ratio, 9 h; active compounds read low; strain lacks LuxN and CqsS sensors; 0 = neutral-control median. activity change, % at 7.5 µM; in the data active means activity change below about -75%, passing the limit was not always enough; inconclusive means no clear call, values can overlap the other calls;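 further: luminescence divided by OD600 gain over 9 h not by final OD600 alone; inactives centre near 13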
# HSP90 inh – inhibitors of HSP90 luciferase refolding in rabbit reticulocyte lysate. luciferase refolding luminescence, 3 h. inhibition, % at 5.6 µM. 290,000 compounds, 0.91% hits;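 active means inhibition above the screen-wide mean plus 3 SD, computed separately per campaign, cut at about 16% in these data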;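 further: 0% = DMSO wells and 100% = 60 µM geldanamycin wells; inhibitors lower the luminescence because luciferase stays unfolded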
# SKKanGAS inh – SKKanGAS growth inhibition; inhibition, % at 7.5 µM; AID 1662; S. pyogenes SKKanGAS, kanamycin growth, BacTiter-Glo, 6 h; 300,000 compounds, 1.3% hits;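 active means mean replicate score, as percent of positive control median, at least 50; inconclusive means mean below 50 but one replicate at or above 50; inactive means mean and every replicate below 50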;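 further: strain carries kanamycin resistance gene driven by streptokinase promoter and grows in 40 µg/ml kanamycin; loss of luminescence reflects streptokinase promoter inhibition or plain growth inhibition; 0% = median of DMSO wells and 100% = positive control at its reference dose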
# HIF activator – HIF pathway transcriptional activation | 300,000 compounds, 0.32% hits | U2OS HRE-luciferase reporter, luminescence; normalized: DMSO 0%, desferrioxamine 100% | activation, % at 7.5 µM (by protocol);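 active means mean activation of at least 10% of the iron chelator positive control signal, with at least half of replicates also reaching 10%; inconclusive means mean and replicate majority disagree about reaching 10%; inactive means mean and most replicates under 10%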
# aSyn UTR inh – MLPCN primary screen, SNCA 5' untranslated region; alpha-synuclein 5'UTR reporter, inhibitor activity; inhibition, % (tested at 7.5 µM); 300,000 compounds, 0.82% hits; AID 1813; in the data active means inhibition above about 60%; inconclusive means no clear call, values can overlap the other calls;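 further: H4 neuroglioblastoma cells stably carrying SNCA 5'UTR luciferase fusion; 0% = DMSO wells and 100% = positive control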
# Numbers without * were called inactive; u = inconclusive; x = no result given.
SMILES,HSF1 inhib,HSF1 activator,Platelet DG rel,IEC-6 tox,KLF5 inhibitor,AI-2 QS mod,HSP90 inh,SKKanGAS inh,HIF activator,aSyn UTR inh
Cc1c(N=C2NC(=O)C(CC(=O)Nc3ccccc3)S2)c(=O)n(-c2ccccc2)n1C (centres undefined),20,-4,6,-6,-31,7,0,2,-0.3,2
O=C(c1ccc(COc2ccccc2Br)o1)N1CCN(c2ccccn2)CC1,8,18,-3,-6,12,-7,-4,-9,0.2,-32
COc1ccc(Oc2cn[nH]c2-c2ccc(OCC(=O)NN)cc2O)cc1,8,12,-2,4,-18,-7,0,88*,2.5,-14
CC(=O)N=C1C=CC(=CN(O)C(C)(C)Cc2ccccc2)C=C1,1,2,0,x,x,0,x,-3,-0.1,-5
COc1ccc(CNc2ncnc3ccccc23)cc1,-13,3,-3,12,-16,-1,-2,-1,0.5,-21
Cc1ccc(S(=O)(=O)N(C)C)cc1NC(=O)CSc1nc2ccccc2c(=O)n1CC1CCCO1 (centres undefined),-1,-2,25,0,-5,14,-3,-5,-0.3,28
CC(Oc1ccc(F)cc1)C(=O)Nc1cc(S(=O)(=O)N2CCCCC2)ccc1N1CCOCC1 (centres undefined),6,5,7,x,x,23,x,7,-0.1,5
COc1ccc(/C=C(/NC(=O)/C=C/c2ccccc2)C(=O)O)cc1,-3,4,-2,0,-12,16,1,7,0.0,37
CCN=c1scc(C)n1/N=C/c1ccsc1,18,0,1,15,-123,15,2,-3,-3.3,-226
CCN(CC)CC#CCC(C)(c1ccccc1)c1ccccc1,4,4,-4,-9,-2,21,-2,2,-0.2,2
Cc1ccc2cccc(OCC(=O)NCc3ccco3)c2n1,0,5,-2,-3,-26,28,0,-9,-0.1,23
OC1(CC#CCN2CCCCC2)c2ccccc2-c2ccccc21,0,-9,0,5,-34,11,6,-4,0.4,-8
Cc1ccccc1OCCC(=O)OCC(=O)NC1CCS(=O)(=O)C1 (centres undefined),-2,-5,0,x,x,12,x,-8,0.0,1
CCOC(=O)Cn1c(=NC(=O)C2COc3ccccc3O2)sc2cc(S(N)(=O)=O)ccc21 (centres undefined),5,1,-11,-6,18,16,0,7,-0.7,12
CC(=O)N(Cc1c(C#N)c2ccccc2n1C)c1ccccc1,3,13,u,-3,-21,13,0,-3,0.2,7
COC(=O)C1CCN(C(=O)c2sc3nc(-c4ccc(F)cc4)cn3c2C)CC1,x,x,-11,6,-8,36,2,x,0.7,-21
COc1ccc(OCC(=O)NCCCn2ccnc2)cc1,2,1,13,-11,-5,15,0,11,0.0,2
CCOC(=O)c1[nH]c2ccc(C)cc2c1N,-3,-4,13,4,-5,1,-1,9,1.4,-234
Cc1cc(C)n(-c2ccc(C(=O)Nc3nc4ccccc4s3)cc2)n1,9,22,-2,-6,-130,-16,-5,11,4.3,-97
CCc1ccc(N(CC)c2ncnc3nc[nH]c23)cc1,-10,-15,1,-5,13,28,-1,3,2.9,9
COc1ccc(CN2CCNC(=O)C2CC(=O)N(Cc2nccn2C)C(C)C)c(OC)c1 (centres undefined),-5,-15,-20,0,-24,24,-3,-4,-0.1,9
CCOC(=O)c1cccc(NS(=O)(=O)c2c(C)[nH]c(C)c2C(=O)N2CCCC2)c1,-1,4,-11,-3,-12,-2,-4,0,0.0,18
CC1CCCCC1NC(=O)COC(=O)c1ccc(N(C)C)cc1 (centres undefined),0,-2,-4,-1,-21,-5,-1,-2,0.0,-26
CN(C(=O)c1cc(S(=O)(=O)N2CCOCC2)cs1)c1ccccc1,1,7,4,-2,-6,5,-1,-2,0.1,-3
O=C(Cn1ncc2c(=O)oc3ccccc3c21)NC1CC1,5,-3,0,-6,-22,34,-3,0,-1.3,-1
CNc1nc(N(C)C)nc(N(C)C)n1,1,-11,-1,10,-1,21,3,4,-0.5,-44
Cc1noc(C)c1COC(=O)C1(c2cccc(F)c2)CCCC1,2,17,-3,8,20,12,3,14,-1.1,-2
O=S(=O)(c1ccc(F)cc1)N1CCN(Cc2ccccc2C(F)(F)F)CC1,5,7,6,1,-11,6,1,0,-0.3,-6
COc1ccc(CNC(=S)Nc2ccccc2-c2ccccc2)cc1,-1,-5,-3,-2,-6,5,2,6,-0.1,15
Cc1cccc(CN2CCCC(C(=O)Nc3ccc(-c4cscn4)cc3)C2)c1 (centres undefined),-4,-2,-1,0,-14,0,-2,7,0.3,-9
CC(CCc1ccccc1)NC(=O)c1cccs1 (centres undefined),3,23,3,4,-39,0,2,-1,0.2,13
CC(=O)Nc1ccc(NC(=O)C(C)OC(=O)CCC2CCCCC2)cc1 (centres undefined),10,0,-4,3,-2,19,2,-12,-0.4,1
COc1ccc(CNC(=O)Nc2ccccc2)cc1,9,21,0,-7,-84,-88*,3,-7,1.5,-114
O=C(O)CN1C(=O)C(=O)N(Cc2ccc(C(F)(F)F)cc2)C1=O,-1,-2,-2,-4,-36,14,0,5,-0.2,-10
CCOC(=O)C1CCCN(c2c(NCC3CCCN3CC)c(=O)c2=O)C1 (centres undefined),-9,-9,-7,-5,-25,27,0,0,0.0,17
O=C(COC(=O)c1ccc(NS(=O)(=O)c2cccs2)cc1O)NCc1ccccc1,-2,4,-3,21,2,36,-4,14,1.9,21
CCc1cccc(NC(=O)Cn2c(=O)oc3cc(S(=O)(=O)N4CCOCC4)ccc32)c1,-3,4,-2,2,-15,32,0,3,-0.1,-29
O=C(CCn1cccn1)N1CCCC(N2CCN(c3cccc(Cl)c3)CC2)C1 (centres undefined),6,10,-3,3,-15,-5,-1,3,0.9,-21
Cn1c2ccccc2c2c(C(=O)N3CCN(C(=O)c4ccco4)CC3)cn(C3CCCCC3)c(=O)c21,5,1,-5,8,-5,-5,7,1,-0.6,-15
CC(C)(C)c1cc(Br)ccc1OCC(=O)Nc1ncn[nH]1,1,-2,1,13,-2,32,3,9,0.2,-7
CC(=O)Oc1cccc(N2C(=O)C3C(C2=O)C2C=CC3C23CC3)c1 (centres undefined),-9,22,-3,-10,-29,28,1,-10,-0.4,-4
CCCCCCCc1c(C#N)c(N)[nH]c(=S)c1C#N,1,21,-11,0,4,8,13,33,-0.4,-4
Cc1n[nH]c(C)c1S(=O)(=O)N1CCCC(C(=O)NC2CCCCC2)C1 (centres undefined),7,6,-8,3,-10,23,-1,-1,0.1,0
O=C(/C=C/c1c(Cl)nc2ccccn12)N1CCN(c2ccc(F)cc2)CC1,5,5,9,-2,4,21,0,2,-0.1,11
COc1ccc(C(C(=O)NC2CCCC2)N(C(=O)c2ccoc2C)c2cc(C)cc(C)c2)cc1 (centres undefined),-19,-24,-4,3,-15,22,-1,1,x,42
CCCCOc1ccc(S(=O)(=O)Nc2cccnc2)cc1,x,x,12,-3,2,-47,1,-32,0.0,2
COc1ccc(C(=O)C2CCCN(C(=O)c3cccnc3SC)C2)c(C)c1 (centres undefined),2,0,1,-3,-7,15,-1,-12,-0.1,17
CS(=O)(=O)NNC(=O)c1cc2cc3ccccc3nc2s1,-8,-5,-6,1,-21,13,-3,x,2.3,-28
CC(=O)NC(=S)Nc1ccc(NC(=O)c2cccnc2Cl)cc1,5,19,4,-3,-26,x,7,14,0.7,-7
C[c-]1[c-](C)[c-](C)[c-](C)[c-]1C.[Fe].c1cc2nccc(N3CCCC3)[c-]2c1 (centres undefined),5,-2,-4,x,x,32,x,-5,-6.0,-14
COc1ccc(CN2CCOC2=O)cc1OC,-4,-15,5,-9,-33,18,-1,2,-2.2,23
CCOC(=O)c1c(NC(=O)C2=C(C)NC(=S)NC2c2ccc(F)cc2)sc(C)c1C (centres undefined),x,x,4,-2,-25,35,-1,33,x,42
COc1ccccc1NC(=O)Cc1noc(CSc2nnc(C)s2)n1,0,14,9,2,-32,16,-1,2,0.5,-12
CCC1(C)Cc2nc3[nH]c(=S)n(-c4ccc(C)cc4)c(=O)c3cc2CO1 (centres undefined),-8,-6,-18,0,-11,10,1,-3,-0.2,-26
CN(C)C(=O)c1ccc2c(c1[N+](=O)[O-])C(=O)c1ccccc1C2=O,14,21,4,2,-37,29,2,19,0.5,-116
N#Cc1ccccc1CSc1nc2ccsc2c(=O)n1Cc1ccccn1,19,48,3,2,-31,12,3,5,0.9,-43
O=C(N/N=C/c1c(Nc2cccc(C(F)(F)F)c2)nc2ccccn2c1=O)c1ccccc1[N+](=O)[O-],-4,-5,-19,-4,-3,1,-5,19,1.0,15
Cc1ccc(Cl)cc1NC(=S)N(Cc1ccccc1)Cc1cccnc1,5,11,5,0,-16,16,8,3,-0.4,-6
CCc1c(C(=O)NN2C(=O)C3CCCCC3C2=O)csc1C (centres undefined),-1,-15,-7,5,-33,19,-8,6,0.7,-21
COc1cc(CNc2cccc(F)c2)cc(Br)c1O,6,0,7,0,-10,27,0,28,-0.4,-11

# Other compounds
SMILES,HSF1 inhib,HSF1 activator,Platelet DG rel,IEC-6 tox,KLF5 inhibitor,AI-2 QS mod,HSP90 inh,SKKanGAS inh,HIF activator,aSyn UTR inh
O=C(N=c1ccn(-c2nc3ccccc3nc2NS(=O)(=O)c2ccc(Cl)cc2)cc1)c1cccs1,2,-2,1,-3,-15,22,3,7,0.6,-12
CCN(CC)C(=O)C1CCCN(Cc2ccc(N(C)C)cc2)C1 (centres undefined),-7,-8,3,x,x,29,x,1,-0.3,-14
CCCCCCc1c(O)c2ccccc2[nH]c1=O,2,12,-3,-4,-31,8,0,11,0.8,-7
Cc1noc(NC(=O)c2ccccc2C(F)(F)F)c1C#N,-3,-3,-3,6,6,12,6,3,-0.2,-25
Cc1ccc(C)c(S(=O)(=O)N2CCN(C(=O)CCCc3c[nH]c4ccccc34)CC2)c1,-4,3,-8,x,x,24,x,15,-0.7,14
COc1ccc(C[C@H]2CN3C(=NC[C@@H]3C(C)C)N2CCNC(=O)CCC2CCCCC2)cc1,-3,-4,-1,2,-16,-10,6,0,0.1,0
COc1ccc(NC(=O)CSc2nc(NS(=O)(=O)c3ccc(C)cc3)cc(=O)[nH]2)cc1,0,-7,-2,-1,-33,15,5,11,-0.2,-12
Cc1csc2nc(SCC(=O)N3CCN(c4ccccc4)CC3)[nH]c(=O)c12,2,6,6,-5,-21,25,-2,7,-0.3,8
O=C(NNC(=O)c1ccncc1)c1ccccc1,-1,14,6,9,-17,17,-1,-1,-2.8,-10
COc1ccc(N(CCC(=O)Nc2ccccc2F)S(=O)(=O)c2ccc(C)cc2C)cc1,14,8,19,x,x,1,x,12,-0.2,-4
C=CCNC(=O)c1ccccc1SCc1c(C)noc1C,-4,1,-6,3,-24,27,-3,2,-0.3,-21
O=[N+]([O-])c1cc(Br)c(O)c(C=Nc2ccc(N3CCOCC3)cc2)c1,-31,-36,0,-3,-22,7,5,18,0.1,15
